# C8 TRAIL sens: viability loss with TRAIL in NB7+C8 cells, primary screen, TRAIL sensitizer project, cell-based, ATPlite luminescence; inhibition (viability loss, TRAIL sensitization), % at 10 µM; hit rate 1% among 360,000;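 active means compounds causing at least 50% loss of cell viability in the single-dose screen, relative to plate controls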
# TROY NFkB inh: inhibitors of TROY-driven NF-kB signaling, primary screen, Q293 LMP1-TROYcd cells, NF-kB luciferase, uHTS; inhibition, % at 10 µM; hit rate 0.98% among 360,000; Q293 LMP1-TROYcd NF-kB luciferase reporter, 4 h;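 active means compounds whose plate-normalised and pattern-corrected inhibition of the luciferase reporter signal at the single screening dose is 50% or more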
# TWEAK-Fn14 inh: inhibitors of TWEAK-Fn14 signaling, primary screen, luciferase reporter cells, uHTS; TWEAK-stimulated Fn14 reporter cells, luciferase luminescence, 8 h; inhibition, % at 10 µM; hit rate 2% among 360,000; AID 1159606, 2016; in the data active means inhibition above about 50%
# NCOA2 inhibitor: inhibition of GAL4-SRC2 driven luciferase reporter, primary screen, SRC2 inhibitor project, cell-based, luminescence. Nuclear receptor coactivator 2 (Homo sapiens), Q15596. HEK293 GAL4-SRC2 luciferase reporter. inhibition, % at 9 µM. hit rate 0.17% among 370,000. AID 651957, 2012;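 active means inhibition above the mean inhibition of all tested compounds plus 3 SD, set per campaign, cut at about 52% in these data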;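 further: 0% = DMSO treated cells and 100% = cells given Gossypol at 36 µM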
# SRC3 inh: SRC3 coactivator transcriptional activity inhibitors, primary screen, cell-based, luminescence; Nuclear receptor coactivator 3 (Homo sapiens), Q9Y6Q9; HEK293 GAL4-SRC3 luciferase reporter; inhibition, % at 3.6 µM; hit rate 0.17% among 360,000; AID 588352, 2011;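 active means inhibition above a per-campaign cutoff, the mean of all compounds plus 3 SD, cut at about 60% in these data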;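 further: 0% = DMSO-treated cells and 100% = gossypol-treated cells at 36 µM; higher means less SRC3-driven luciferase light from the GAL4 reporter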
# NR5A2 inv ag: LRH-1 (NR5A2) inverse agonists, primary screen, cell-based, luminescence, HEK293T, StAR-luciferase reporter; AID 602396, 2012; Nuclear receptor subfamily 5 group A member 2 (Homo sapiens), O00482; inhibition, % at 3.6 µM; LRH-1 transfected, 24 h; hit rate 0.13% among 360,000;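 active means inhibition above the mean inhibition of all tested compounds plus 3 SD, cut at about 73% in these data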;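 further: 0% = DMSO wells and 100% = reporter-only cells lacking LRH-1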
# Target sequence (O00482 whole entry, looked up): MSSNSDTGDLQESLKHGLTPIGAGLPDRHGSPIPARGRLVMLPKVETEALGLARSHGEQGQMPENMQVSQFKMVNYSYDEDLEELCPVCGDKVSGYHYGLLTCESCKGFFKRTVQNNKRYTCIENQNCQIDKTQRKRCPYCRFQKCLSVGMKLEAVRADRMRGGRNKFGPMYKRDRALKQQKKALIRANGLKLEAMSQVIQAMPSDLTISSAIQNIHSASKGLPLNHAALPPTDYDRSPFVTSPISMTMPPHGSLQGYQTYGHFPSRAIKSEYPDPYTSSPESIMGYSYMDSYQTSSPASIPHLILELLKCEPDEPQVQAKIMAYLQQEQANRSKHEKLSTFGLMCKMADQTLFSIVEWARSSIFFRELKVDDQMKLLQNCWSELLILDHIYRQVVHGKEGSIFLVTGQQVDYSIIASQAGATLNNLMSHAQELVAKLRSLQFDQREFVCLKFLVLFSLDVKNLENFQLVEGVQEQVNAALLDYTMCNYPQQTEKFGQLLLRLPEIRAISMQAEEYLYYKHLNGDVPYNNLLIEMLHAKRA
# COUP-TFII inh: NR2F2 transcriptional activity inhibitors, primary screen, cell-based, luciferase reporter, HEK293T, luminescence; AID 686940, 2013; inhibition, % at 8.6 µM; hit rate 0.7% among 370,000; HEK293T NGFI-A luciferase reporter; COUP transcription factor 2 (Homo sapiens), P24468;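 active means inhibition above a per-plate cutoff, mean inhibition of test wells between control levels plus 3 SD, cut at about 38% in these data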;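 further: cells cotransfected with COUP-TFII expression vector driving the NGFI-A reporter; 0% = median of COUP-TF2 test wells and 100% = reporter-only cells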
# Target sequence (P24468 whole entry, looked up): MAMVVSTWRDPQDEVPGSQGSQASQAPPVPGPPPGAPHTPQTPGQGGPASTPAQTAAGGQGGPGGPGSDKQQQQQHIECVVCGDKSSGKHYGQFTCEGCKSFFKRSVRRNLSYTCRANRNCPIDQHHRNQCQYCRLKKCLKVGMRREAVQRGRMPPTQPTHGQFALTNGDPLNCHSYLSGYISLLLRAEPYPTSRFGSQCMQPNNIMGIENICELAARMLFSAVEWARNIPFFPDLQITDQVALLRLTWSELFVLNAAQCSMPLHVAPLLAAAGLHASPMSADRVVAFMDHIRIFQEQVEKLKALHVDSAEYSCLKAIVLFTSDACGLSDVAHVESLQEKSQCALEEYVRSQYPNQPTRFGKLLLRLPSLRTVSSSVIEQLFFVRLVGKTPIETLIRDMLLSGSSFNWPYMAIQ
# LMP1 NFkB inh: EBV LMP1-driven NF-kappaB luciferase reporter inhibitors, primary screen, cell-based, luminescence, single point. LMP1-induced NF-kappaB luciferase reporter cells. inhibition, % at 12.5 µM. hit rate 0.69% among 350,000. AID 504558, 2011; in the data active means inhibition above about 41%;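 further: 0% = neutral control wells and 100% = reference inhibitor control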
# TLR9-MyD88 block: inhibitors of TLR9-MyD88 association in cells, primary screen, cell-based, CHO, BLA complementation, fluorescence. CCF4 FRET ratio. inhibition, % at 4.98 µM. hit rate 0.21% among 340,000;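 active means inhibition above the mean over all tested compounds plus 3 SD, cut at about 21% in these data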;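 further: 0% = DMSO only wells and 100% = clavulanate BLA inhibitor control wells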
# NOD2 RIPK2 PPI: NOD2-RIPK2 binding disruptors in cells, primary screen, fluorescence, CHO cells, BLA complementation; Receptor-interacting serine/threonine-protein kinase 2 (Homo sapiens), O43353; CCF4 ratio; inhibition, % at 4.98 µM; hit rate 0.38% among 360,000; AID 624267, 2012; in the data active means inhibition above about 21%;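 further: 0% = vehicle only and 100% = reference blocker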
# NCOA1 inh: SRC1 coactivator transcriptional activity inhibitors, primary screen, cell-based, luminescence; Nuclear receptor coactivator 1 (Homo sapiens), Q15788; HEK293 GAL4-SRC1 luciferase reporter; inhibition, % at 3.6 µM; hit rate 0.12% among 360,000;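 active means inhibition above the campaign mean plus 3 SD, with each screening campaign given its own cutoff, cut at about 60% in these data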;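 further: 0% = DMSO treated cells and 100% = gossypol at 36 µM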
# * hit, by the source's call; / = no result given; & = joins results of further samples. Not all compounds are listed. The share of hits here may be higher or lower than overall.
# Each structure is followed by: C8 TRAIL sens	TROY NFkB inh	TWEAK-Fn14 inh	NCOA2 inhibitor	SRC3 inh	NR5A2 inv ag	COUP-TFII inh	LMP1 NFkB inh	TLR9-MyD88 block	NOD2 RIPK2 PPI	NCOA1 inh
Cc1cc(/C=N/NC(N)=O)c(C)n1-c1ccc(F)cc1
→ 7	27	-22	-4	4	8	3	5	-4	2	3
CCOC(=O)c1sc(NC(=O)CSc2nc(-c3ccco3)cc(C(F)(F)F)n2)c(C(=O)OC)c1C
→ -12	2	-2	-24	-2	-9	6	-5	-7	1	3
CC(=O)N1CCC(=NNc2ccc(S(=O)(=O)N3CCOCC3)cc2[N+](=O)[O-])CC1
→ 3	14	4	0	-7	-20	25	-10	4	-5	0
Cn1c(=O)oc2cc(S(=O)(=O)Nc3cccc4c3CCCC4)ccc21
→ 2	-13	9	16	2	-24	7	1	-6	2	-9
Cc1cccc(C)c1NC(=O)COC(=O)c1cc(=O)c2ccccc2o1
→ -6	19	9	1	-15	-3	-2	3	0	1	-9
Cc1ccc(C)c(N2CCN(CCCNC(=O)Cn3cc4c(n3)CCC(C)C4)CC2)c1 (stereo not drawn)
→ 13	-7	11	-20	21	-20	11	9	-6	0	-7
CCOC(=O)CSc1nnc2c(n1)C1(C)CCC2C1(C)C (stereo not drawn)
→ 3	-19	-7	7	-20	-1	0	6	-4	-8	-4
CC(CC(=O)Nc1ccc(Br)cc1F)S(=O)(=O)c1ccc2c(c1)NC(=O)CO2 (stereo not drawn)
→ 7	-6	-3	14	21	-10	12	5	-1	2	-56
COc1ccc(CCNC(=O)CCCn2c(=S)[nH]c3ccsc3c2=O)cc1OC
→ -3	-15	-4	9	13	20	13	-2	-6	-8	-8
COc1cccc(CN2CCN(Cc3cccc(Br)c3)CC2)c1OC
→ -2	-2	-25	2	0	0	-32	0	-7	0	-10
CC(=O)c1cccc(NC(=O)C2CCCC2)c1
→ -9	/	23	-1	22	-6	-14	1	1	2	0
COc1cccc(/C=N/NC(=O)CNC(=O)c2ccncc2)c1O
→ 9	1	-14	-15	27	20	-12	5	-1	-6	14
COCc1cc(C)nc(N2CCNCC2)c1C#N
→ -3	-5	-18	-37	6	0	9	-10	-6	-6	1
CC(C)(C)c1csc(NC(=O)CCS(=O)(=O)c2ccc(F)cc2)n1
→ 11	-5	7	20	-12	25	23	12	-4	3	-5
CCc1nnc(NC(=O)CSc2nnc(CNC(=O)c3cc(OC)c(OC)c(OC)c3)o2)s1
→ 4	-1	-13	-23	11	10	-11	0	1	-6	0
COc1cc(NC(=O)CSc2ncnc3sc4c(c23)CCC(C)C4)c(C(=O)O)cc1OC (stereo not drawn)
→ 5	10	-7	0	6	-18	3	-3	4	-8	0
CCC1(C)Cc2nc3[nH]c(=S)n(-c4ccccc4C)c(=O)c3cc2CO1 (stereo not drawn)
→ 15	7	-1	-15	-9	1	-3	2	-9	-6	10
O=Cc1ccccc1OS(=O)(=O)c1ccccc1
→ -8	-16	-6	-2	13	11	16	-1	6	-14	3
CCC(=O)C1CCCN(C(=O)CCc2nnc(C3(c4ccc(Cl)cc4)CCC3)o2)C1 (stereo not drawn)
→ 3	-30	-38	-19	-41	-38	-25	-26	-14	1	-23
CCCCCC(=O)N1CCN(CCN=CC2=C(O)CC(c3ccc(OC)c(OC)c3)CC2=O)CC1 (stereo not drawn)
→ -36&-2	9&-2	-11&2	-19&7	-15&-7	14&-12	-2&11	4&-8	0&4	5&-15	-14&-28
CC(C)[C@@H]1COC(c2cccc(C3=N[C@H](C(C)C)CO3)c2)=N1
→ 17	-46	-6	-30	-67	-70	-82	-2	-2	4	-70
O=Cc1ccc(OCCOc2ccc([N+](=O)[O-])cc2)cc1
→ -5	-32	6	-9	9	30	7	-4	-8	1	5
CCC(=O)N1CCN(c2ccc(NC(=O)c3ccc4ccccc4c3)cc2)CC1
→ -9	-8	10	-6	-12	-10	-4	9	-16	3	1
CCn1c(SCC(=O)NC(C)(C)C)nc(O)cc1=O
→ -11	13	-9	-3	13	-5	-9	5	0	1	14
COCCCNC(=O)c1cccc(C(=O)NCCCOC)c1
→ -16	3	24	-8	8	-4	3	3	2	-1	3
O=C(N/C(=C/c1ccc(Br)cc1)C(=O)N1CCOCC1)c1cccs1
→ 3	-4	5	-20	4	-5	16	7	11	-7	-14
Cc1cc(C)c(OCCCCCn2ccnc2)c(C)c1
→ 3	7	-12	5	1	14	-1	4	-3	-10	-6
Cc1cc(C)n2nc(C(=O)N3CCCC(N4CCN(c5ccccc5C)CC4)C3)cc2n1 (stereo not drawn)
→ 7	0	-16	-15	-27	13	10	3	0	-5	0
COc1ccc(N(C(=O)c2cccc([N+](=O)[O-])c2)S(=O)(=O)c2ccc3c(c2)n(C)c(=O)n3C)cc1
→ -1	45	16	-16	7	-5	-1	-11	-14	3	-7
O=C(O)CC1COc2ccccc2N1C(=O)c1ccccc1Cl (stereo not drawn)
→ -4	0	-5	-15	1	11	10	1	3	-3	-6
O=C(CN1C(=O)NC(Cc2ccccc2)C1=O)Nc1ccc(F)c(Cl)c1 (stereo not drawn)
→ -10	-10	9	-3	10	-13	0	-5	-11	-7	-3
CCOC(=O)Cn1nc(C)c(NC(=O)c2ccc(Br)o2)c1C
→ -12	-12	31	-41	-50	-8	4	0	-1	5	-5
Cc1cccnc1NC(=O)C1CCCN1S(=O)(=O)c1ccc(Cl)cc1 (stereo not drawn)
→ -14	-4	3	-16	0	14	14	-14	-2	-8	-10
CCOC(=O)/C=C/c1cc(F)ccc1O
→ -2	/	/	4	/	6	11	/	/	-5	/
CCO[C@H]1OC(C(=O)NC2CC2)=C[C@@H](c2ccc(Br)cc2)[C@@H]1CCCO
→ 17	1	4	-12	-2	-6	-7	-5	-2	-9	-6
CCN(CC)S(=O)(=O)c1ccc(OC(C)C)nc1
→ 0	-11	-2	5	16	-2	2	0	1	-9	-2
COC(=O)c1cc2occc2n1CC(=O)N(C)C1CCCCC1
→ 8	-7	9	12	13	2	-15	3	-5	-7	5
COC(=O)Nc1cc(C)nc2ccccc12
→ 3	10	15	-10	13	17	-3	-7	-3	3	5
Cc1cc(C)nc(SCC(=O)Nc2ccc(N3CCOCC3)cc2)n1
→ 19	18	1	-14	16	5	0	-2	0	8	6
CNc1snc(C)c1C(=O)OC(C)C(=O)Nc1cccc(C)c1 (stereo not drawn)
→ 21	4	4	21	21	17	13	7	-2	-8	9
O=C(NC(=S)Nc1nc(-c2cccc3ccccc23)cs1)c1cc2ccccc2o1
→ -4	-32	-50	12	-6	18	0	4	8	5	7
COc1ccc(-c2cn[nH]c2-c2ccc(OCC(=O)NN)cc2O)cc1OC
→ -21	4	-1	-36	6	9	-4	1	-7	4	11
COc1ccccc1OCCn1nnc2ccccc21
→ 11	-43	-29	-56	-49	-80	-2	-20	2	8	-36
CCNS(=O)(=O)c1ccc(NC(=O)Nc2ccc3c(c2)OCO3)cc1
→ -13	-52	-24	-8	2	8	-32	-25	0	-1	-11
CN(C)CCCNC(=O)N1c2ccccc2Sc2ccccc21
→ -10	1	-14	-31	-35	-1	-18	1	0	2	-10

# 5 entries from above, ordered by their value in LMP1 NFkB inh, lowest first.
compound	LMP1 NFkB inh
COc1ccccc1OCCn1nnc2ccccc21	-20
COc1ccc(N(C(=O)c2cccc([N+](=O)[O-])c2)S(=O)(=O)c2ccc3c(c2)n(C)c(=O)n3C)cc1	-11
Cc1cc(C)nc(SCC(=O)Nc2ccc(N3CCOCC3)cc2)n1	-2
CCC1(C)Cc2nc3[nH]c(=S)n(-c4ccccc4C)c(=O)c3cc2CO1 (stereo not drawn)	2
CNc1snc(C)c1C(=O)OC(C)C(=O)Nc1cccc(C)c1 (stereo not drawn)	7

# (more compounds)
# Each structure is followed by: C8 TRAIL sens	TROY NFkB inh	TWEAK-Fn14 inh	NCOA2 inhibitor	SRC3 inh	NR5A2 inv ag	COUP-TFII inh	LMP1 NFkB inh	TLR9-MyD88 block	NOD2 RIPK2 PPI	NCOA1 inh
Cc1ccc(S(=O)(=O)N/N=C2/CC(c3ccccc3)Oc3ccccc32)cc1[N+](=O)[O-] (stereo not drawn)
→ 1	-35	-13	-23	-49	-43	-55	-14	7	-1	-35
COc1ccc2c(c1OC)C(=O)N1C2SC[C@H]1C(=O)NC1CCCCC1 (stereo partly drawn)
→ -1	9	-3	-15	-2	-26	8	4	-11	-12	-32
O=C(CCn1nc(-c2ccc(Cl)cc2)c2ccccc2c1=O)NCC1CCCO1 (stereo not drawn)
→ 12	14	14	0	-5	-8	9	-9	7	3	-7
O=C(Nc1c(-c2ccc3c(c2)OCO3)[nH][nH]c1=O)c1ccc2c(c1)OCO2
→ -21	-3	-11	-16	-2	9	14	/	/	3	2
C/C(=N/NC(=O)c1cc(C)[nH]n1)c1ccco1
→ -3	-15	-18	-31	-32	-24	-8	-1	-14	0	-61
O=c1cc(CNc2ccc(Br)cc2)nc2sccn12
→ 11	-39	0	-35	1	-32	-18	-9	-11	4	-28
COc1ccc(C)cc1NC(=O)CCCN1C(=O)NC(C)(C)C1=O
→ -5	7	-4	-4	26	20	-11	-2	-7	9	-3
CC(C)Nc1nc(Nc2ccc(C#N)cc2)c2sccc2n1
→ 7	0	30	-3	-14	23	12	/	/	-7	13
CCOCCCN(CCC#N)C(=O)C1CCN(S(=O)(=O)c2ccc(-n3cnnn3)cc2)CC1
→ -6	9	14	8	-1	-4	-24	-4	-11	-3	-4
COc1ccc2sc(-c3ccc(N(C)C)cc3)c(-c3ccc4cc[nH]c4c3)c2c1
→ 19	-36	-14	-65	-70	-67	-35	-8	2	0	-47
COC(=O)c1ccc2nc(-c3ccc(Cl)cc3)c(Cc3cccc(Cl)c3)n2c1
→ 5	6	-2	-46	/	-6	-3	/	/	-11	/
COC(=O)CCC(=O)Nc1nccs1
→ -1	-12	-15	15	1	1	6	-7	-7	0	-4

# A second format for part of the listing above.
SMILES	C8 TRAIL sens	TROY NFkB inh	TWEAK-Fn14 inh	NCOA2 inhibitor	SRC3 inh	NR5A2 inv ag	COUP-TFII inh	LMP1 NFkB inh	TLR9-MyD88 block	NOD2 RIPK2 PPI	NCOA1 inh
Cc1ccc(S(=O)(=O)N/N=C2/CC(c3ccccc3)Oc3ccccc32)cc1[N+](=O)[O-] (stereo not drawn)	1	-35	-13	-23	-49	-43	-55	-14	7	-1	-35
COc1ccc2c(c1OC)C(=O)N1C2SC[C@H]1C(=O)NC1CCCCC1 (stereo partly drawn)	-1	9	-3	-15	-2	-26	8	4	-11	-12	-32

# High-throughput results as filed in PubChem.
